High-throughput results from PubChem.
biotin-GST TR-FRET – biotin-GST/anti-GST TR-FRET signal inhibitors, dose response, artefact control for Vif-APOBEC3G degradation inhibitor project, biochemical (AID 1117362); TR-FRET counter screen, biotin-GST/anti-GST signal; inhibition, % at the top dose, mostly 100 µM; hits show IC50 in µM; actives 2.8% (n = 3,600);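 active = inhibition above 30% at one or more concentrations, seen consistently on every test date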;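 also: biotinylated GST protein used in place of GST-Vif 1-94 and biotin-A3G peptide; detects fluorescence quenchers or blockers of GST binding to anti-GST antibody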
The depositor's hits bear a star. Not all compounds are listed (hit frequency here may not be typical).

Results for Oc1ccc(/C=C/c2cc(O)cc(O)c2)cc1 ?
biotin-GST TR-FRET: 2.0%
